From PubChem
GLS inh: qHTS for Inhibitors of Glutaminase (GLS) | actives 0.21% (n = 410,000) | Glutaminase kidney isoform, mitochondrial (Homo sapiens), O94925 | AID 624170, 2012 | Potency, µM (doses to about 45.5 µM), for inactives: at the highest dose activity change, negative = inhibition, most hits filed as inhibitors | GLS enzymatic activity, qHTS titration; further: potency means the concentration at half of the fitted maximal effect; on the % scale 0 is the no-effect control and ±100 the full control effect
Target sequence (O94925 whole entry, looked up, canonical isoform): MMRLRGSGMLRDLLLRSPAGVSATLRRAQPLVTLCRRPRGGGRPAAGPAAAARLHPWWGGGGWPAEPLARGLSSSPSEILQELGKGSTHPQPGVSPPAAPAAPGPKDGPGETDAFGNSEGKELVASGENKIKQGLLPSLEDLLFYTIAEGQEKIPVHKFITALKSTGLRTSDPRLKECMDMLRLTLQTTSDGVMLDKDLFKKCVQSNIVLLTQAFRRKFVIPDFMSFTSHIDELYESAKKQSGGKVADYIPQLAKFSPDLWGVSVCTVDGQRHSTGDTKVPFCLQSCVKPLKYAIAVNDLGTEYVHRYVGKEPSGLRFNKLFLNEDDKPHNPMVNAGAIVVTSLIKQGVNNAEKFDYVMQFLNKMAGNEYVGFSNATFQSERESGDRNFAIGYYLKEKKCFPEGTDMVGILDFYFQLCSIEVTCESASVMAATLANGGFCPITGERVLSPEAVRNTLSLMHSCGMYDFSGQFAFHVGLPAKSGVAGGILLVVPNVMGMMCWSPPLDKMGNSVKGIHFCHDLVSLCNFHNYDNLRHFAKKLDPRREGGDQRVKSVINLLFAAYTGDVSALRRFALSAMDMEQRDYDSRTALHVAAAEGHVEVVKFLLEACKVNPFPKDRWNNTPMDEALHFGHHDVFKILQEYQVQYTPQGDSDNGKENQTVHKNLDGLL
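Enzyme dispensed in phosphate buffer (45 mM, pH 8.2, 0.02% Tween-20), compounds pinned in, then 1 mM L-glutamine solution and the glutamate oxidase–HRP–Amplex Red mix added; fluorescence read immediately and again after 30 min at room temperature.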
PI4K2A block: qHTS for small molecular inhibitors of PI4K2A; Phosphatidylinositol 4-kinase type 2-alpha (Homo sapiens), Q9BTU6; purified PI4K2A, ADP-Glo luminescence, 1 h; stronger effect = lower value; activity change, negative = inhibition, % at 76.9 µM; actives 0.13% (n = 420,000); in the data active means activity change below about -50%; inconclusive means mostly about -30% to -49%;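 further: -100% = wells without enzyme as full effect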
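ADP-Glo luminescence measured ADP generated by PI4K2A enzyme (4 ug/mL before mixing) with 1.2 mM PI substrate (pre-mix) and 300 microM ATP (pre-mix). Tris pH7.5 buffer with MgCl2, Triton X-100; 1 h reaction at ambient temperature.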
Tb PGK inh: qHTS Assay to Find Inhibitors of Phosphoglycerate Kinase; Potency, µM (highest dose often 57.5 µM), inactives show at the highest dose activity change, negative = inhibition, most hits filed as inhibitors; Phosphoglycerate kinase, glycosomal (Trypanosoma brucei brucei), P07378; PGK/GAPDH coupled, Kinase-Glo luminescence, 60 min; actives 0.043% (n = 380,000); further: potency means the concentration at half of the fitted maximal effect; on the % scale 0 is the no-effect control and ±100 the full control effect; nearly all actives have a fitted effect of over 60% in size
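Luminescent ATP detection (Kinase-Glo Plus) follows a 60-minute room-temperature incubation, with wells lacking PGK as controls. Buffer: 100 mM TEA (pH 7.6), 5 mM MgCl2, 0.01% Tween-20. Coupling enzyme GAPDH (100 nM final) supplies unstable 1,3-BPG in-well.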
G9a block: qHTS Assay for Inhibitors of Histone Lysine Methyltransferase G9a. G9a H3K9 monomethylation, AlphaScreen, 2 h. actives 8.8% (n = 350,000). Histone-lysine N-methyltransferase EHMT2 (Homo sapiens), Q96KQ7. Potency, µM (highest dose often 102 µM), for inactives: top-dose activity, negative = inhibition, usual class: inhibitors; further: potency means the concentration at half of the fitted maximal effect; on the % scale 0 is the no-effect control and ±100 the full control effect; nearly all actives have a fitted effect of over 75% in size
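AlphaScreen detection with an anti-monomethyl H3K9 antibody quantified product after a 2 h room-temperature reaction containing 500 nM biotinylated H3K9 peptide, 20 µM SAM and 20 nM enzyme, which had been preincubated 15 min with compound.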
JMJD2A Tudor inh: qHTS Assay for Inhibitors of JMJD2A-Tudor Domain | Lysine-specific demethylase 4A (Homo sapiens), O75164 | AlphaScreen JMJD2A-Tudor / H3K4me3 peptide binding | Potency, µM (doses to about 114 µM), inactives show top-dose activity change, negative = inhibition, actives largely listed as inhibitors | actives 4.4% (n = 390,000) | AID 504339, 2011; further: potency means the concentration at half of the fitted maximal effect; on the % scale 0 is the no-effect control and ±100 the full control effect; nearly all actives have a fitted effect of over 50% in size
ERG-DNA inh: qHTS for Small Molecule Inhibitors of the ERG Ets/DNA interaction; Transcriptional regulator ERG (Homo sapiens), P11308; fluorescence polarization, His-ERG Ets domain / labelled DNA; Potency, µM (titrated, usually from 76.9 µM), without a hit: at the top dose FP activity, negative = inhibition, actives largely listed as inhibitors; actives 0.028% (n = 370,000); AID 624246, 2012; active means well fitted inhibition curve with a large enough effect in the polarisation, with a control signal flat; inconclusive means small, poorly fitted or top-dose-only effect, or effect the other way, or a change in a side signal; inactive means no such curve, though single readings can be large or run the other way; the % refers to the polarisation;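 further: polarization taken with two DNA probes labelled with fluorescein and Texas red; potency means the concentration at half of the fitted maximal effect; % of control where 0% means no effect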
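His-tagged ERG Ets domain (1 uM in the protein solution; 300mM KCl, 50mM Tris-HCl, 1mM EDTA, 1mM DTT, pH 7.5) received compound, then a probe mix of 5 nM fluorescein-DNA and 100nM Texas-615-DNA. Fluorescence polarization was read for both dyes.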
BAZ2B inh: qHTS Assay for Inhibitors of BAZ2B; Bromodomain adjacent to zinc finger domain protein 2B (Homo sapiens), Q9UIF8; AlphaScreen BAZ2B-H3K14Ac peptide displacement; Potency, µM (titrated, usually from 114 µM), without a hit: top-dose activity change, negative = inhibition, most hits filed as inhibitors; actives 4.4% (n = 360,000); AID 504333, 2011; further: potency means the concentration at half of the fitted maximal effect; on the % scale 0 is the no-effect control and ±100 the full control effect; nearly all actives have a fitted effect of over 60% in size
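Inhibition is scored as reduced AlphaScreen emission. The BAZ2B/b-H3(5-23)K14Ac complex (50 nM each) in PBS pH 7.4, 0.01% Tween-20 meets compound (up to 110 uM) for 30 min at RT before bead addition.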
HP1b binding inh: HTS for Inhibitors of HP1-beta Chromodomain Interactions with Methylated Histone Tails. Potency, µM (top dose mostly 114 µM), inactives show at the highest dose activity change, negative = inhibition, hits mostly inhibitors. actives 0.56% (n = 390,000). AlphaScreen HP1-beta / biotin-H3K9me3 peptide binding; further: potency means the concentration at half of the fitted maximal effect; nearly all actives have a fitted effect of over 70% in size; inactives centre near 23
Target sequence (P83916 whole entry, looked up): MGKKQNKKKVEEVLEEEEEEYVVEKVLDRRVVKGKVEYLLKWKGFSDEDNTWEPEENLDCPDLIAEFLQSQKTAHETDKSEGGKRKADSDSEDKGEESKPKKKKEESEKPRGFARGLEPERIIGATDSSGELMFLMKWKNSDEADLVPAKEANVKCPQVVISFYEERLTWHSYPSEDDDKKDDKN
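Compound inhibition of the preformed complex between 50 nM HP1-beta and 50 nM biotinylated H3K9me3 peptide was read by AlphaScreen. Buffer was PBS pH 7.4 with 0.01% Tween-20. Incubations ran 30 min at room temperature, with 10 ug/mL donor/acceptor beads.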
Pin1 inh: qHTS Assay to Find Inhibitors of Pin1; actives 0.009% (n = 390,000); Potency, µM (highest dose often 115 µM), inactives show at the highest dose activity, negative = inhibition, most hits filed as inhibitors; Pin1 FP peptide displacement, HiFluor488, 10 min; Peptidyl-prolyl cis-trans isomerase NIMA-interacting 1 (Homo sapiens), Q13526; active means well fitted inhibition curve with a large enough effect in the polarisation, with a control signal flat, not every such curve was filed as active; inconclusive means small, poorly fitted or top-dose-only effect, or effect the other way, or a change in a side signal; inactive means no such curve, though single readings can be large or run the other way; the % refers to the polarisation; further: potency means the concentration at half of the fitted maximal effect; on the % scale 0 is the no-effect control and ±100 the full control effect
Target sequence (Q13526 whole entry, looked up): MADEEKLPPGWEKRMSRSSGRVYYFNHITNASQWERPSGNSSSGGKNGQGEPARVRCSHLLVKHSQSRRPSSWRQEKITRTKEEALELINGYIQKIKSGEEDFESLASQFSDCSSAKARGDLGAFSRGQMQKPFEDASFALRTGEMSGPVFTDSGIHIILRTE
* marks the source's active call; other numbers are inactive results; i = inactive; u = inconclusive; x = no result given; [ ] = dose if it differs, or a comment. Unless noted, the call rests on the fitted dose curve; in most records, active means well fitted curve in the direction sought with a large enough effect; inconclusive means small, poorly fitted or top-dose-only effect, or another doubt; inactive means no such curve, though single readings can be large; an effect the other way counts as inactive or inconclusive.

compound,GLS inh,PI4K2A block,Tb PGK inh,G9a block,JMJD2A Tudor inh,ERG-DNA inh,BAZ2B inh,HP1b binding inh,Pin1 inh
COCCCn1c(C(=O)NCCC2=CCCCC2)cc2c(=O)n3ccccc3nc21,0.0%,-0.4,-9.2%,41.0%[activator],-6.0%,14.6%,4.2%,58.9%[activator],u
CC(CC(=O)Nc1cc([N+](=O)[O-])ccc1Cl)c1ccccc1 (stereo unspecified),7.2%,-7.8,-9.8%,-8.2%[59 µM],-11.0%,7.9%,-2.9%,15.1%,-3.8%
O=C(Nc1ccc([N+](=O)[O-])cc1)N1CCc2ccccc2C1,4.2%,1.8,-13.1%,-47.7%,-23.8%,-13.0%,u,-6.5%,0.6%
CCN1CCc2nc(NC(=O)c3ccc(S(=O)(=O)N(C)C)cc3)sc2C1,-0.1%,0.5,-7.7%,-0.7%,-20.7%,5.7%,x,10.2%,24.0%
COc1ccccc1N1CCN(S(=O)(=O)c2ccc(-c3ccc(=O)[nH]n3)o2)CC1,6.8%,0.4,-2.8%,26.9%,-13.1%,-0.1%,-0.3%,24.3%,0.3%
COc1ccc(C(C)C)cc1S(=O)(=O)n1cnc(C)c1,2.3%,3.1,3.0%,23.1%[59 µM],-1.3%,-2.2%,-0.1%,22.1%,-1.2%
COC(=O)c1ccc(OCC(O)CN2C(=O)c3ccccc3C2=O)cc1 (stereo unspecified),-0.9%,-3.2,-12.2%,-1.0%,-2.8%,-12.1%,-18.7%,30.6%,-2.3%
N/C(=C\C(=O)c1cc(Cl)ccc1O)C(Cl)(Cl)Cl,-10.3%,0.2,i,u,-27.2%[11.4 µM],-8.8%,-33.2%,u,-5.3%
O=C1c2ccccc2CN1C(CO)c1ccccc1 (stereo unspecified),-0.3%,-1.7,-7.0%,17.4%,-9.9%,4.3%,1.3%,-1.4%,3.1%
O=C(COC(=O)c1c(Cl)ccc(Cl)c1Cl)NC(=O)NCc1ccccc1,-2.2%,5.8,3.3%,13.0%[59 µM],-0.7%,-0.2%,9.5%,16.0%,10.7%
N#CCC(=O)N1CC2(CC(c3cccc(NC(=O)COc4ccc(Cl)cc4)c3)=NO2)C[C@@H]1C(N)=O (stereo partly specified),-6.4%,0.3,-5.4%,-0.9%[59 µM],-9.1%,14.2%,-9.8%,22.7%,-0.4%
Cc1cccc2c1-c1sc(C(=O)Nc3cccc([N+](=O)[O-])c3C)cc1CO2,1.9%,-3.8,-10.2%,7.3%,1.0%,5.6%,4.7%,23.1%,3.9%
Cc1ccc(S(=O)(=O)CCc2nnc(NC(=O)c3cccs3)s2)cc1,-9.5%,-0.6,i,-5.9%[59 µM],-9.3%,23.6%,-18.9%,23.9%,-1.1%
CCOC(=O)N1CCC(N2Cc3cccc(C(=O)NCc4ccccn4)c3C2=O)CC1,-5.3%,7.3,-3.1%,11.0%,-17.4%,9.7%,8.2%,16.2%,-0.2%
Cc1ccc(C2=CC(C)(c3ccc(C)cc3)Nc3nc(C(F)(F)F)nn32)cc1 (stereo unspecified),12.3%,6.0,-8.4%,-22.4%[59 µM],-30.3%,-5.6%,-36.9%,-14.2%,4.9%
Cc1ccc(S(=O)(=O)n2nc(OC(=O)c3c(F)cccc3Cl)cc2N)cc1,0.1%,25.7,-3.1%,3.0%[59 µM],-29.1%,2.3%,-34.0%,32.0%,25.3%
COc1ccc2[nH]c(C(=O)NCc3ccccc3)cc2c1,3.6%,2.5,5.6%,x,-11.5%,5.6%,-1.1%,8.4%,3.4%
COc1ccc(-c2cc(C3CCNCC3)[nH]n2)cc1,-0.4%,-3.4,x,u,-21.5%,1.5%,u,51.5%[activator],-0.7%
NS(=O)(=O)c1ccc(CCNC(=O)CCCCCn2c(=O)[nH]c3ccccc3c2=O)cc1,u,2.7,5.9%,7.6%[59 µM],-17.0%,-3.6%,0.5%,16.3%,4.1%
Cc1ccc(NC(=O)CN2C(=O)NC(C)(c3ccc(Cl)cc3)C2=O)cc1 (stereo unspecified),0.0%,3.1,5.7%,11.2%,-8.1%,-10.6%,6.0%,3.7%,1.9%
CC(C)Cc1ccc(S(=O)(=O)N2CCOCC2)cc1,-0.6%,10.8,-0.3%,30.0%[59 µM],20.1%,-0.8%,5.4%,30.7%,0.8%
CC[N+]1(C)CCC(=C2c3ccccc3CC(=O)c3sccc32)CC1 (stereo unspecified),-1.2%,-1.7,i,x,3.0%,-21.6%,4.0%,29.9%,-8.4%
CCN(CC)c1ccc(C(=O)N/N=C/c2ccc(N3CCOCC3)cc2)cc1,1.1%,1.6,0.6%,2.1%,2.0%,1.8%,-1.0%,38.5%,-5.4%
CCSc1ccc([C@@H]2[C@H]3C(=O)N(C)C(=O)[C@H]3[C@]3(C(=O)OC)CCCCN23)cc1,16.5%,-2.9,-5.2%,-8.1%[2.33 µM],-28.1%,-13.2%,-32.1%,28.6%,5.4%
Cc1cc(=O)[nH]c(SCC(=O)Nc2nnc(SCc3ccccc3)s2)n1,-1.2%,-5.1,-2.5%,-6.1%,-11.3%[11.4 µM],3.5%,-38.9%,-5.7%,-2.5%
CC[C@@]1(C(=O)OC)N[C@H](CN(C)C(=O)NC(C)C)[C@@H]2C(=O)N(C)C(=O)[C@@H]21,2.5%,2.6,-2.4%,x,-34.9%,9.5%,x,4.2%,-7.1%
COc1ccc(C2(CNS(=O)(=O)c3ccc(C)cc3)CCOCC2)cc1,0.0%,-0.9,3.0%,-3.4%,-8.3%,7.9%,-9.2%,-1.4%,-8.3%
COc1ccc(C(=O)NNC(=O)CSc2nc3c([nH]2)c(=O)n(C)c(=O)n3C)cc1,26.1%,-4.0,-8.4%,22.4µM*,1.4%,-2.6%,-13.7%,37.4%,-1.0%
CCOc1ccc(-c2nonc2NC(=O)c2oc3ccc(CC)cc3c2C)cc1,0.4%,-3.3,-4.8%,71.8%[activator][59 µM],-12.6%,-1.0%,45.4%[activator],89.7%[activator],u
O=C(O)/C=C/c1cn(-c2ccccc2)nc1-c1cccc([N+](=O)[O-])c1,8.2%,-1.6,-4.7%,u,-11.6%,16.3%,-33.5%,34.6%,2.4%
CCOc1ccccc1/C=N/Nc1nc(C)cc(=O)[nH]1,6.1%,1.4,x,-26.6%,-21.1%,-9.7%,-18.2%,43.7%[activator],-3.9%
COc1ccc(CN(C)C(=O)c2cccc(S(=O)(=O)N3CCc4ccccc43)c2)c(OC)c1,-0.1%,-1.1,i,u,-8.1%,-3.0%,-3.6%,52.4%[activator],20.7%
COc1cc(C(=O)Nc2ccc3ccccc3c2)cc(OC)c1OC,3.5%,-4.2,-1.6%,x,-9.6%,0.0%,7.5%,15.1%,-6.2%
Cn1c(-n2cccc2)c(-c2c(-c3ccc(F)cc3)[nH]c3c2c(=O)n(C)c(=O)n3C)c(=O)n(C)c1=O,5.0%,-5.5,-4.0%,7.2%[59 µM],-13.6%,-7.6%,-27.6%,u,-3.4%
CCOC(=O)/C=C1\CC(=O)Nc2nonc2N1,2.7%,3.0,-12.3%,6.3%[59 µM],-17.3%,-0.4%,10.3%,7.2%,6.6%
C=CCNC(=S)NNC(=O)COc1ccc2cc(Br)ccc2c1,-12.9%,-4.2,1.3%,4.7%,-8.7%,-1.4%,-21.7%,32.8%,7.8%
NC(=O)CN1CCN(C(=O)Nc2ccccc2)CC1,1.2%,-2.6,-0.1%,-0.4%[59 µM],-14.1%,8.8%,-4.1%,45.2%[activator],-6.0%
Cc1cc(C)c2c(=O)[nH]c(SCC(=O)Nc3ccc(Br)cc3)nc2n1,-1.4%,-11.0,-5.7%,-3.2%,-8.4%,5.7%,-36.9%,-16.4%,30.5%[activator]
C#CCn1cc(C=C2C(=O)c3ccccc3C2=O)c2ccccc21,-3.4%,-4.3,i,7.8%[59 µM],-14.4%,21.2%,-9.9%,27.7%,u
COC(=O)c1cc2oc(C)cc2n1CC(=O)Nc1cc(Cl)ccc1OC,0.4%,-1.1,-11.6%,-4.3%[59 µM],-23.3%,-6.0%,1.1%,47.5%[activator],2.6%
COc1ccc(-c2nc(CS(=O)CC(=O)NCCc3ccc(OC)c(OC)c3)c(C)o2)cc1 (stereo unspecified),4.2%,-3.7,-0.3%,19.0%,-16.8%,0.2%,-9.9%,50.1%[activator],-4.2%
